Compound activity as filed in PubChem.
TRPC6 inhibitor: blocks the mouse TRPC6 cation channel | Q61143 | HEK293-TRPC6, membrane potential dye, ACh-evoked depolarization; stronger effect = lower value | B-score at 10 µM | 310,000 compounds, 1.1% hits | AID 2553;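 active means B-score under library mean minus 3 SD, initial fluorescence not abnormally high, positive integrated signal ratio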;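 further: B-score derived from integrated fluorescence ratio over the kinetic read; more negative B-score means stronger inhibition of depolarization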
SKKanGAS inh: blocks kanamycin growth of S. pyogenes SKKanGAS strain | BacTiter-Glo, 6 h | inhibition, % at 7.5 µM | 300,000 compounds, 1.3% hits | AID 1662;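 active means mean replicate score, as percent of positive control median, at least 50; inconclusive means mean below 50 but one replicate at or above 50; inactive means mean and every replicate below 50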;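 further: strain carries kanamycin resistance gene driven by streptokinase promoter and grows in 40 µg/ml kanamycin; loss of luminescence reflects streptokinase promoter inhibition or plain growth inhibition; 0% = median of DMSO wells and 100% = positive control at its reference dose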
MrgX1 ag: agonists of human MrgX1 receptor; MrgX1-HEK293 cells, Fluo-4 calcium fluorescence, agonist mode; stronger effect = higher value; AID 588627; 310,000 compounds, 0.44% hits; B-score at 10 µM; Q96LB2;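 active means calcium response B-score plate-corrected fluorescence ratio at least 3 library SD, with starting fluorescence B-score inside 5 SD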
Target sequence (Q96LB2 whole entry, looked up): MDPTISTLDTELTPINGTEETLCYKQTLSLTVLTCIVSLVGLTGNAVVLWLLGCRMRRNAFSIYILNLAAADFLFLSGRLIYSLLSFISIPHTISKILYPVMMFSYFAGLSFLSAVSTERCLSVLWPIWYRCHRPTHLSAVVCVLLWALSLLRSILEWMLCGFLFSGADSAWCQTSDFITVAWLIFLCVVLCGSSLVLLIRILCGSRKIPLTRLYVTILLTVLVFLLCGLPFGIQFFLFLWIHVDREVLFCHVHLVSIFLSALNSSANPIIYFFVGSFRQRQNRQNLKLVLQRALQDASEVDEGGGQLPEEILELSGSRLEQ
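Material: HEK293 cells stably expressing human MrgX1 receptor | Quantity: 15,000 cells per well | Times: Cells plated overnight, dye loaded 0.5 h 37 °C, 0.5 h room temperature | Measured by: Kinetic Fluo-4 NW fluorescence of intracellular calcium | Control set: Positive and negative controls per plate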
RGS4 pot: RGS4 potentiation or activation; AID 463111; B-score at 10 µM; HEK293 M3R/inducible RGS4, carbachol calcium flux Fluo4; stronger effect = lower value; 310,000 compounds, 0.92% hits;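 active means B-score of the integrated calcium signal more than 4 SD below the library mean, with starting fluorescence not abnormally high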;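 further: negative B-score means reduced calcium response which marks RGS4 activation or potentiation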
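System: HEK293 FlpIn-TREx cells, stable M3R, doxycycline-inducible RGS4. Timing: overnight RGS4 induction, 30 min dye load 37 °C, 20 min compound RT. Also added: carbachol, ECmax concentration. Measured by: Fluo4 fluorescence kinetic imaging of calcium. Evaluation: integrated calcium ratio converted to B score.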
RGS4 block: human RGS4 inhibition; HEK293 M3R/RGS4 inducible, Fluo-4 calcium flux; stronger effect = higher value; triggered by carbachol at its EC20; 310,000 compounds, 0.45% hits; B-score at 10 µM; P49798;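 active means B-score, a plate-corrected calcium signal, over three deviations above library mean, with baseline fluorescence within five deviations of library mean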;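 further: RGS4 expression induced by doxycycline in cells with stable M3 receptor; B-score is computed from the integrated fluorescence ratio over baseline after carbachol; higher B-score means a larger calcium signal and so more RGS4 inhibition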
Target sequence (P49798 whole entry, looked up): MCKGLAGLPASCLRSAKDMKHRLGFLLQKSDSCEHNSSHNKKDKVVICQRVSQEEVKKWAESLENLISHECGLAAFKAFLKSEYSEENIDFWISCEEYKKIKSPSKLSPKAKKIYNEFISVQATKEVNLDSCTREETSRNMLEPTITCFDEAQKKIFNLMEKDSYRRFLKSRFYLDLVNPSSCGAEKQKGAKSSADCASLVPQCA
HDAC3 inhib: inhibitors of human histone deacetylase 3 | O15379 | recombinant HDAC3, fluorogenic peptide/trypsin coupled, fluorescence | inhibition, % at 8.3 µM | 320,000 compounds, 0.15% hits | AID 2718; in the data active means inhibition above about 26%, passing the limit was not always enough; inconclusive means no clear call, values can overlap the other calls
Target sequence (O15379 whole entry, looked up): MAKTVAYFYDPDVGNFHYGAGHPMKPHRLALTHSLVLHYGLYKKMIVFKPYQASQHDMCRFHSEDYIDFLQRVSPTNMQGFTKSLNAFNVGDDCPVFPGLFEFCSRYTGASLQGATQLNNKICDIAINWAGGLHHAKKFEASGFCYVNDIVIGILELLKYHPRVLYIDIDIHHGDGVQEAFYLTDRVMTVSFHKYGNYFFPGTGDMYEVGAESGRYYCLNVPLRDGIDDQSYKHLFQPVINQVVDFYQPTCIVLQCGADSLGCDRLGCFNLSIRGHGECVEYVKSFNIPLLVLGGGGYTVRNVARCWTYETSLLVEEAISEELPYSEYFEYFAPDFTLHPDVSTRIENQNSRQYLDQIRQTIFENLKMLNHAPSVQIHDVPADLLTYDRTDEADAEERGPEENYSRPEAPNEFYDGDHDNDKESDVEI
MrgX1 allo act: human MrgX1 positive allosteric modulation, primary screen; MrgX1-HEK293, Fluo-4 calcium flux, FDSS; stronger effect = higher value; Q96LB2; B-score at 10 µM; 310,000 compounds, 0.63% hits;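 active means plate-corrected calcium response at least 3 library SD above typical, normal starting fluorescence, not activating the receptor alone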;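 further: compound read alongside a low EC10 to EC30 dose of BAM8-22 agonist; peak minus trough fluorescence over baseline measured at the second addition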
TRPC6 activator: activators of mouse TRPC6 channel; B-score at 10 µM; AID 2550; HEK293-TRPC6 membrane potential dye fluorescence; stronger effect = higher value; 310,000 compounds, 0.13% hits; Q61143;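 active means B-score of the integrated fluorescence ratio above library mean plus 3 SD, and starting fluorescence ratio within library mean plus 5 SD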;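 further: higher score means more depolarization so channel activation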
MrgX1 antag: blocks BAM8-22 activation of human MrgX1 receptor | MRGX1-HEK293 calcium flux, Fluo-4, BAM8-22 antagonism; stronger effect = lower value | B-score at 10 µM | 310,000 compounds, 1.3% hits;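 active means calcium-response B-score plate-corrected more than 3 library SD below zero, starting fluorescence within 5 deviations, no agonist response on first addition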;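 further: peak minus trough fluorescence over baseline after final BAM8-22 challenge near maximal dose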
TMEM16A act: mouse TMEM16A channel activation, primary screen. Q8BHY3. HEK293 TMEM16A/YFP-H148Q/I152L, iodide quench fluorescence; stronger effect = lower value. B-score at 10 µM. 340,000 compounds, 0.3% hits. AID 623877;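 active means fluorescence-ratio B-score plate-corrected deviation score at least 3 library SD below zero, with starting fluorescence score within 5 deviations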;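 further: channel opened by trigger with iodide after compound preincubation; score built on the fluorescence ratio of max minus min over baseline; more negative score means more quench and so TMEM16A activation or potentiation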
TMEM16A inh: mouse TMEM16A channel inhibition, primary screen | Q8BHY3 | HEK293 TMEM16A/YFP iodide influx fluorescence, ionomycin | normalized B-score (activity score, 25-100; higher = stronger inhibition) at 10 µM | 310,000 compounds, 1.2% hits | AID 588511;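 active means ratio plate-corrected score three or more library SD toward inhibition, starting fluorescence score within five deviations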;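 further: score derived from kinetic fluorescence span divided by baseline fluorescence per well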
An asterisk follows results filed as active; i = inactive; ? = inconclusive; · = not tested or not shown.

SMILES	TRPC6 inhibitor	SKKanGAS inh	MrgX1 ag	RGS4 pot	RGS4 block	HDAC3 inhib	MrgX1 allo act	TRPC6 activator	MrgX1 antag	TMEM16A act	TMEM16A inh
COc1ccc(CCN=C(N)NS(=O)(=O)c2ccccc2)cc1	i	-13	i	i	i	0	i	i	i	i	i
COc1ccc(NC(=O)C(C)Sc2nnc3c4c(nc(-c5ccc(OC)cc5)n23)CC(C)(C)OC4)cc1 (stereo not drawn)	i	16	i	i	i	·	i	i	i	i	i
COc1ccc(N2CCN(C(=O)CCCN3C(=O)c4cccc5cccc(c45)C3=O)CC2)cc1	i	-14	i	i	i	12	i	i	i	i	i
COC(=O)CNC(=O)C(NC(=O)OCc1ccccc1)C(C)C (stereo not drawn)	i	0	i	i	i	·	i	i	i	i	i
Nc1nc(NC(=O)c2ccc(Cl)cc2)nn1-c1ccccc1	i	-6	i	i	i	-2	i	i	i	i	i
O=c1ccc2cc([N+](=O)[O-])c(CCO)cc2o1	i	2	i	i	i	-4	i	i	i	i	i
CCCc1cc(=O)oc2c(C)c(OCC(=O)Nc3ccc(CN4CCOCC4)cc3)ccc12	i	7	i	i	i	-4	i	i	i	i	i
Cc1cc(C)nc(N2CCC(C(=O)NCC3CCCCC3)CC2)n1	i	-1	·	i	i	·	·	i	·	i	·
CCOC(=O)C(=O)Nc1cc(C)nn1-c1nc2ccccc2[nH]1	i	-4	i	i	i	-1	i	i	i	i	i
Cc1ccsc1/C=N/Nc1nc(Cl)c(Cl)cc1Cl	i	-18	i	i	i	10	i	i	i	i	i
CCN1/C(=C/c2ccc3cccc(C)c3[n+]2CC)Sc2ccccc21	i	52*	i	i	i	4	i	i	i	i	i
C=CCN1C(=O)c2ccccc2Sc2ccc(C(=O)NCCC)cc21	i	1	i	i	i	-4	i	i	i	i	i
COCC(=O)OCC(=O)Nc1cc(C)c(C)cc1[N+](=O)[O-]	i	1	i	i	i	7	i	i	i	i	i
O=C(O)C1Nc2c(O)cc(Cl)c([N+](=O)[O-])c2C2C=CCC12 (stereo not drawn)	i	5	i	i	i	·	i	i	i	i	i
COc1ccc(Nc2ncnc3c2cnn3Cc2ccc(C)cc2)cc1	i	2	i	i	i	7	i	i	i	·	i
O=[N+]([O-])c1ccc2c(c1)OCCOCCOCCOCCOCCOCCO2	i	-7	i	i	i	2	i	i	i	i	i
O=C(c1ccccc1F)N1CCOCC1	i	-4	i	i	i	-1	i	i	i	i	i
CC(=O)c1cccc(NS(=O)(=O)c2cc(-c3cnc(C4CC4)o3)ccc2C)c1	i	8	i	i	i	-1	i	i	i	i	i
CC(C(=O)Nc1cccc([N+](=O)[O-])c1)n1nnc2ccccc21 (stereo not drawn)	i	6	i	i	i	8	i	i	i	i	i
COc1ccc(CCNC(=O)c2ccccc2NS(=O)(=O)c2c(F)cccc2F)cc1	i	3	i	i	i	-1	i	i	i	i	i
CCO[C@H]1OC(C(=O)N2CCOCC2)=C[C@@H](c2coc3ccccc3c2=O)[C@@H]1CCCO	i	0	i	i	i	-1	i	i	i	i	i
COc1ccc(C(CNC(=O)c2cc3ccccc3cc2O)N2CCOCC2)cc1 (stereo not drawn)	i	-1	i	i	i	4	i	i	i	i	i
Cc1ccc(C(=O)COC(=O)c2cn(-c3ccccc3)nc2-c2ccccc2)cc1[N+](=O)[O-]	i	-13	i	i	i	-6	i	i	i	i	i
O=C(O)c1ccccc1-c1ccc(/C=c2\sc3nc4cc(Br)cnc4n3c2=O)o1	i	7	i	i	i	?	i	i	i	i	i
Cc1cccc(OC(C)C(=O)Nc2ccccc2C(=O)N2CCCCC2)c1 (stereo not drawn)	i	-1	i	i	i	5	i	i	i	i	i
CC1(c2ccccc2)NC(=O)N(CC(=O)NCCC2=CCCCC2)C1=O (stereo not drawn)	i	3	i	i	i	1	i	i	i	i	i
Cc1cccc(OCC(=O)N(Cc2ccc(N(C)C)cc2)C2CCS(=O)(=O)C2)c1 (stereo not drawn)	i	-5	i	i	i	-3	i	i	i	i	i
COCCCNC(=O)c1c(N)n(-c2ccc3c(c2)OCO3)c2nc3ccccc3nc12	i	17	i	i	i	2	i	i	i	i	i
COc1ccc(OC)c(NC(=O)Nc2cc(C(=O)O)ccc2C)c1	i	2	i	i	i	0	i	i	i	i	i
CCOC(=O)C1=C(C)NC(=S)NC1/C=C/c1ccccc1 (stereo not drawn)	i	6	i	i	i	6	i	i	i	i	i
CC(NC(=O)c1ccc(F)cc1)c1ccccc1 (stereo not drawn)	i	-2	i	i	i	-8	i	i	i	i	i
C=CCOc1cccc(C(=O)N2CCCC(Nc3ccc4c(c3)OCCO4)C2)c1 (stereo not drawn)	i	-7	i	i	i	0	i	i	i	i	i
COc1cc(CNCCN2CCOCC2)ccc1OCC(=O)NC(C)(C)C	i	2	i	i	i	-2	i	i	i	i	i
COC(=O)CSc1cc(C)nc2ccc(OC)cc12	i	2	i	i	i	-4	i	i	i	i	i
COc1ccccc1/C=C(/CC(=O)NCc1ccccc1)c1nc2ccccc2s1	i	4	i	i	i	-2	i	i	i	i	i
COc1cc(CC(=O)OCC(=O)N2CCCCC2)cc(OC)c1OC	i	-2	i	i	i	3	i	i	i	i	i

Overlap with the part before: 3 compounds, then new ones.
SMILES	TRPC6 inhibitor	SKKanGAS inh	MrgX1 ag	RGS4 pot	RGS4 block	HDAC3 inhib	MrgX1 allo act	TRPC6 activator	MrgX1 antag	TMEM16A act	TMEM16A inh
COC(=O)CSc1cc(C)nc2ccc(OC)cc12	i	2	i	i	i	-4	i	i	i	i	i
COc1ccccc1/C=C(/CC(=O)NCc1ccccc1)c1nc2ccccc2s1	i	4	i	i	i	-2	i	i	i	i	i
COc1cc(CC(=O)OCC(=O)N2CCCCC2)cc(OC)c1OC	i	-2	i	i	i	3	i	i	i	i	i
CCc1ccccc1-n1ncc(C(=O)Nc2ccccc2OC)c1C	i	2	i	i	7.4*	1	i	i	i	i	i
COc1ccccc1NS(=O)(=O)c1cc(C)ccc1C	i	15	i	i	i	0	i	i	i	i	i
COc1ccccc1-n1c(-c2cccnc2)n[nH]c1=S	i	-3	i	i	i	12	i	i	i	i	i
COc1ccc(S(=O)(=O)N(C)C)cc1NCC(=O)Nc1ccc(Br)cc1F	i	-3	i	i	i	0	i	i	i	i	i
COC(=O)Nc1nc2ccc(C(=O)c3ccc(F)cc3)cc2[nH]1	i	-7	i	i	i	-6	i	i	i	·	i
O=C(CN1C(=O)S/C(=C/c2cccn2-c2ccc(O)cc2)C1=O)N1CCCC1	i	4	i	i	i	0	i	i	i	i	i
CCCC(C)NC(=O)Cc1ccc(Br)cc1 (stereo not drawn)	i	6	i	i	i	-2	i	i	i	i	i
CC1(C)Nc2ccc(O)cc2-c2c1ssc2=S	i	-3	i	i	i	1	i	i	i	i	i
CCCCOc1ccc(C(=O)N2CCNC(=O)C2)cc1	i	4	i	i	i	5	i	i	i	i	i
Cc1occc1-c1nnc(SCc2nc3ccccc3c(=O)n2CC#N)n1C	i	0	i	i	i	-16	i	i	i	i	i
CCCCN1C(=O)/C(=C/C=C2\N(C)c3ccccc3C2(C)C)SC1=S	i	14	i	i	i	-2	i	i	-15*	·	i
CCCCC(CC)CNC(=O)CN(C)S(=O)(=O)c1cccc2nsnc12 (stereo not drawn)	i	6	i	i	i	-1	i	i	i	i	i
Cn1cc(CN2CCCC(CO)(Cc3ccccc3)C2)c2ccccc21 (stereo not drawn)	i	-4	i	i	i	-1	i	i	i	i	i
Cc1ccc(-n2nc3ccc(NC(=O)C(C)C)cc3n2)cc1	i	7	i	i	i	4	i	i	i	i	i
Cc1nn(C)cc1/C=C/C(=O)c1cccs1	i	11	i	i	i	1	i	i	i	i	i
Cc1cc(N2CCOCC2)n2nc(C)c(-c3ccc(Cl)cc3)c2n1	i	9	i	i	i	-7	i	i	i	i	i
COc1ccccc1NC(=O)CCS(=O)(=O)c1ccccc1	i	-3	i	i	i	2	i	i	i	i	i
O=C1Nc2ccccc2/C1=C/c1ccccc1F	i	0	i	i	i	-7	i	i	i	i	i
CC(C)OC(=O)C(CC(=O)O)NCc1ccccc1 (stereo not drawn)	i	-3	i	i	i	-1	i	i	i	i	i
CCNC(=O)CC1C(=O)N(CC)C(=S)N1NC(=O)c1ccccc1 (stereo not drawn)	i	-1	i	i	i	2	i	i	i	i	i
O=C(NCc1ccccc1Cl)c1ccc2c(c1)SC1=NS(=O)(=O)CCN12	i	3	i	i	i	5	i	i	i	i	i
CCN(CC)C(=O)c1ccccc1NS(C)(=O)=O	i	4	i	i	i	-2	i	i	i	i	i
O=C(Nc1nc2c(s1)COc1ccccc1-2)c1cccs1	i	19	i	i	i	·	i	i	i	i	i
COC(=O)C1CCN(C(=O)COC(=O)c2oc3ccccc3c2C)CC1	i	20	i	i	i	·	i	i	i	i	i
COc1ccc(C(O)P(=O)(OCC(C)C)c2ccc(N(C)C)cc2)c(OC)c1 (stereo not drawn)	i	1	i	i	i	-2	i	i	i	i	i
CC(C)[C@H](NC(=O)c1ccccc1Cl)C(=O)Nc1nc(-c2ccccn2)cs1	i	79*	i	i	i	6	i	i	i	i	i
COc1cccc(N2CCN(Cc3ccco3)CC2)c1	i	3	i	i	i	3	i	i	i	i	i
COc1cc(C)c(S(=O)(=O)N2CCN(C)CC2)cc1C	i	0	i	i	i	5	i	i	i	i	i
O=C(NCCc1c[nH]c2ccccc12)C1CCC(=O)N(CCc2cccc(F)c2)C1 (stereo not drawn)	i	-7	i	i	i	3	i	i	i	i	i
CC(C)Sc1nc(C(F)(F)F)cc(=O)n1-c1ccccc1	i	-1	i	i	i	-2	i	i	-8.2*	i	i
O=S(=O)(Nc1ccccn1)c1ccc(Cl)cc1	i	-4	i	i	i	-9	i	i	i	i	i
